Screens: PubChem, National Center for Advancing Translational Sciences (NCATS)
BLM inh = inhibitors of human Bloom syndrome helicase BLM; Potency, µM (doses to about 56.1 µM), without a hit: top-dose activity change, negative = inhibition, hits mostly inhibitors; P54132; 350,000 tested, 0.2% active; recombinant BLM DNA unwinding, fluorescence dequenching; AID 2528;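 further: plate controls were vehicle for no effect and no enzyme for full effect; nearly all actives have a fitted effect of over 35% in size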
Pol iota inh = DNA polymerase iota (human) inhibition. Pol iota fluorescent replication assay, 10 min. Potency, µM (series often up to 115 µM), for inactives: at the highest dose activity, negative = inhibition, hits mostly inhibitors. 390,000 tested, 1% active. AID 588590
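Pol iota at 10 nM preincubated 15 min with compounds at room temperature; reaction started with fluorescent substrate, 50 nM final. Fluorescence read kinetically at 0 and 10 min; buffer-only wells as negative control.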
JMJD2A Tudor inh = inhibitors of human JMJD2A Tudor domain. O75164. AlphaScreen JMJD2A-Tudor / H3K4me3 peptide binding. Potency, µM (highest dose often 114 µM), for the others: at the top dose activity change, negative = inhibition, hits mostly inhibitors. 390,000 tested, 4.4% active. AID 504339; further: on the % scale 0 is the no-effect control and ±100 the full control effect; nearly all actives have a fitted effect of over 50% in size
Target sequence (O75164 whole entry, looked up, the tested form may be a part): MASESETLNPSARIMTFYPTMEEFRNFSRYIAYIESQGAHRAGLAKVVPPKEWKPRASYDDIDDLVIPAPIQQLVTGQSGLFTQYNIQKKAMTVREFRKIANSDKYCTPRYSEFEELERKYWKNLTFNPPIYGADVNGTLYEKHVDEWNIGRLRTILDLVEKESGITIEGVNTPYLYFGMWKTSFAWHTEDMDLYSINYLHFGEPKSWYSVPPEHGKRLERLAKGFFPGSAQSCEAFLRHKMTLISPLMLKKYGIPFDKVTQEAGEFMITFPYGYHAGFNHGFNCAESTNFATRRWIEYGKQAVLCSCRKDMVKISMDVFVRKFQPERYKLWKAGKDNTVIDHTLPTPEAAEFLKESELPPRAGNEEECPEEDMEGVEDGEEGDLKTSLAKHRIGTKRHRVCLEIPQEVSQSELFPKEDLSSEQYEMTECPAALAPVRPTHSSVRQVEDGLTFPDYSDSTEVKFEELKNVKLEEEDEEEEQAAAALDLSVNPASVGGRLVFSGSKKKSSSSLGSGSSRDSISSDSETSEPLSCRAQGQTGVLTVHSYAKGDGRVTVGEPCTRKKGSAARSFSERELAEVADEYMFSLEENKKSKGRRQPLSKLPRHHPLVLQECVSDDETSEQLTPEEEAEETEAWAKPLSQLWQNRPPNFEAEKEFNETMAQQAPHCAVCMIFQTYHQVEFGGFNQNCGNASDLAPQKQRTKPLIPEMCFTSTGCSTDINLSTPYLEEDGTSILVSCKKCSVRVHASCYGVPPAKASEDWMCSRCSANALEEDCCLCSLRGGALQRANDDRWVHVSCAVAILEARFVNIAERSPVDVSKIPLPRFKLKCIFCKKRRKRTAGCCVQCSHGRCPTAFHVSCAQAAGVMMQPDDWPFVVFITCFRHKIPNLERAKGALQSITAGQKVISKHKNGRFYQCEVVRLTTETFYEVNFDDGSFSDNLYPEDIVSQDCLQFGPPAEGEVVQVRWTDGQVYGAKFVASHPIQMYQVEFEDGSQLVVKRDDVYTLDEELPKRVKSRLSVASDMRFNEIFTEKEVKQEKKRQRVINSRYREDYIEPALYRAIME
APE1 inh = blocks human APE1 abasic DNA cleavage; 350,000 tested, 0.35% active; AID 2517; recombinant APE1, TAMRA/BHQ-2 abasic DNA cleavage fluorescence; Potency, µM (doses to about 65.8 µM), inactives show top-dose activity change, negative = inhibition, hits mostly inhibitors; P27695;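 further: plate controls were vehicle for no effect and reference inhibitor for full effect; nearly all actives have a fitted effect of over 55% in size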
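APE1 at 0.75 nM final was preincubated with compound 15 min at room temperature, then 50 nM double-stranded THF abasic-site substrate (5'-TAMRA/3'-BHQ-2) was added. Fluorescence (ex 525/em 598 nm) was read kinetically; third-minus-first read gave activity.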
BAZ2B block = blocks human BAZ2B; Q9UIF8; AlphaScreen BAZ2B-H3K14Ac peptide displacement; Potency, µM (doses to about 114 µM), without a hit: at the highest dose activity change, negative = inhibition, most hits filed as inhibitors; 360,000 tested, 4.4% active; AID 504333; further: on the % scale 0 is the no-effect control and ±100 the full control effect; nearly all actives have a fitted effect of over 60% in size
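BAZ2B 50 nM plus b-H3(5-23)K14Ac 50 nM, PBS pH 7.4/0.01% Tween-20, 30 min RT; compound added (max 110 uM), 30 min RT; streptavidin donor/Ni-chelate acceptor beads 10 ug/mL final, 20 min dark; AlphaScreen read.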
POLK inh = inhibitors of human DNA polymerase kappa; Q9UBT6; purified Pol kappa, fluorescent DNA synthesis assay, 10 min; Potency, µM (series often up to 107 µM), inactives show at the highest dose activity, negative = inhibition, actives largely listed as inhibitors; 400,000 tested, 0.53% active; further: on the % scale 0 is the no-effect control and ±100 the full control effect
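Inhibition of 10 nM Pol kappa is measured by a fluorescent read-out at 0 and 10 min following addition of 50 nM substrate (final), with a 15-min room-temperature compound preincubation.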
Pol eta inh = DNA polymerase eta (human) inhibition. Q9Y253. recombinant Pol eta, fluorescent DNA replication assay. Potency, µM (top dose mostly 114 µM), for inactives: at the highest dose activity change, negative = inhibition, actives largely listed as inhibitors. 390,000 tested, 1.2% active; further: on the % scale 0 is the no-effect control and ±100 the full control effect
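Pol eta (10 nM) was preincubated with compounds for 15 min at room temperature, after which fluorescent replication substrate (50 nM final) was added to start the reaction. Fluorescence was read kinetically at 0 and 10 min.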
G9a block = blocks human histone lysine methyltransferase G9a. 350,000 tested, 8.8% active. Potency, µM (top dose mostly 102 µM), for the others: at the highest dose activity, negative = inhibition, most hits filed as inhibitors. AID 504332. G9a H3K9 monomethylation, AlphaScreen, 2 h; further: on the % scale 0 is the no-effect control and ±100 the full control effect; nearly all actives have a fitted effect of over 75% in size
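Enzyme 20 nM + cpd, 15 min RT; add b-H3K9 pep 500 nM / SAM 20 uM; 2 h RT; anti-H3K9me1 Ab 0.5 ug/mL + SA donor / anti-rabbit acceptor beads 20 ug/mL each, 10 min; AlphaScreen read.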
POLB inh = blocks human DNA polymerase beta activity. Potency, µM (highest dose often 114 µM), for inactives: at the highest dose activity change, negative = inhibition, hits mostly inhibitors. P06746. AID 485314. Pol beta primer extension/strand displacement, fluorescence kinetic. 340,000 tested, 1.3% active; further: on the % scale 0 is the no-effect control and ±100 the full control effect
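Preincubation: enzyme (10 nM) with compound, 15 min, RT. Reaction: substrate added to 50 nM final. Reads: 0 and 10 min. Analysis: normalized, Hill fit.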
An asterisk follows results filed as active; ? = inconclusive; / = no result given; [ ] = another dose, or the depositor's remark. The call rests on the fitted dose curve; in most records, active means well fitted curve in the direction sought with a large enough effect; inconclusive means small, poorly fitted or top-dose-only effect, or another doubt; inactive means no such curve, though single readings can be large; an effect the other way counts as inactive or inconclusive. Potency means the concentration at half of the fitted maximal effect. A portion of the library; rates above refer to the full screens.

Preview, 7 compounds:
SMILES	BLM inh	Pol iota inh	JMJD2A Tudor inh	APE1 inh	BAZ2B block	POLK inh	Pol eta inh	G9a block	POLB inh
COc1cccc(N2C(=O)C(CC(=O)Nc3cccc(F)c3)N(C(C)C)C2=O)c1 (stereo not given)	-2.6%	3.8%	7.2%	/	-0.9%	-5.1%	-7.0%	11.9%[59 µM]	-3.2%
COc1ccc(C)cc1NC(=O)CCC(=O)Nc1ccc2nc(N3CCN(C)CC3)cc(C)c2c1	2.8%	17.0%	-27.4%	-3.1%	4.9%	-19.5%	-9.2%	5.4%[12.7 µM]	-6.0%
CCc1ccc(NCc2cc3ccc(OC)cc3n(CC(=O)Nc3cccc(Cl)c3C)c2=O)cc1	-1.9%	-4.5%	3.8%	/	-29.6%	-2.5%	-12.5%	-1.1%[59 µM]	0.3%
CCCc1nnc(NC(=O)CSc2nnc3c4ccccc4n(CC)c3n2)s1	2.5%	?	-2.4%	/	0.9%	-12.8%	-9.4%	-23.6%[59 µM]	?
CC(C)(C)OC(=O)NCCc1nnc(SCc2c(Cl)cccc2Cl)o1	-6.4%	2.2%	7.4%	11.4%	13.3%	-6.7%	2.4%	?	16.2%
Cc1ccc(NC(=O)N2CCC(NC(=O)c3cccc(F)c3)CC2)cc1	-2.3%	127.6%[activator]	-2.5%	89.2%[activator][12.4 µM]	-0.4%	7.8%	-14.0%	0.1%[59 µM]	-0.9%
Cc1cc(Nc2ccc(N3CCOCC3)cc2)c2cccc(C)c2n1	45.2%[activator]	118.6%[activator]	-25.5%	21.9%	?	-9.5%	5.8%	/	14.0%

All compounds of this part, previewed entries included:
SMILES	BLM inh	Pol iota inh	JMJD2A Tudor inh	APE1 inh	BAZ2B block	POLK inh	Pol eta inh	G9a block	POLB inh
COc1cccc(N2C(=O)C(CC(=O)Nc3cccc(F)c3)N(C(C)C)C2=O)c1 (stereo not given)	-2.6%	3.8%	7.2%	/	-0.9%	-5.1%	-7.0%	11.9%[59 µM]	-3.2%
COc1ccc(C)cc1NC(=O)CCC(=O)Nc1ccc2nc(N3CCN(C)CC3)cc(C)c2c1	2.8%	17.0%	-27.4%	-3.1%	4.9%	-19.5%	-9.2%	5.4%[12.7 µM]	-6.0%
CCc1ccc(NCc2cc3ccc(OC)cc3n(CC(=O)Nc3cccc(Cl)c3C)c2=O)cc1	-1.9%	-4.5%	3.8%	/	-29.6%	-2.5%	-12.5%	-1.1%[59 µM]	0.3%
CCCc1nnc(NC(=O)CSc2nnc3c4ccccc4n(CC)c3n2)s1	2.5%	?	-2.4%	/	0.9%	-12.8%	-9.4%	-23.6%[59 µM]	?
CC(C)(C)OC(=O)NCCc1nnc(SCc2c(Cl)cccc2Cl)o1	-6.4%	2.2%	7.4%	11.4%	13.3%	-6.7%	2.4%	?	16.2%
Cc1ccc(NC(=O)N2CCC(NC(=O)c3cccc(F)c3)CC2)cc1	-2.3%	127.6%[activator]	-2.5%	89.2%[activator][12.4 µM]	-0.4%	7.8%	-14.0%	0.1%[59 µM]	-0.9%
Cc1cc(Nc2ccc(N3CCOCC3)cc2)c2cccc(C)c2n1	45.2%[activator]	118.6%[activator]	-25.5%	21.9%	?	-9.5%	5.8%	/	14.0%
Cc1c(C(=O)N(C)C2CCCCC2)sc2ncnc(N3CCN(c4ccccc4F)CC3)c12	-6.2%	2.9%	-21.4%	28.9%	-37.7%	-2.0%	-16.9%	-5.2%	-6.1%
CCOC(=O)C1CCN(C(=O)COC(=O)C2CCN(S(=O)(=O)c3ccc4c(c3)OCCO4)CC2)CC1	/	7.3%	-9.7%	-15.0%	-5.6%	-15.9%	-4.4%	-35.2%	/
Nc1nc(N)c2[nH]c(=S)[nH]c2n1	/	?	3.55µM*	/	/	-3.1%	1.4%	/	/
CN(C(=O)c1ccc(NC(=O)Cc2cccc(NC(=O)C3CCCN(S(=O)(=O)c4cccc([N+](=O)[O-])c4)C3)c2)cc1)C1CC1 (stereo not given)	/	21.8%	-25.2%	/	/	-10.6%	-12.2%	/	/
CCc1nnc(NC(=O)CSc2nnc(CCc3nc4ccccc4[nH]3)n2C)s1	1.0%	7.1%	-15.7%[57.1 µM]	7.4%	-2.2%	-0.5%	4.9%	-9.5%[59 µM]	27.9%
Cc1cc(C)cc(-n2c(SCC(=O)NCc3ccco3)nc3c([nH]c4ccccc43)c2=O)c1	-3.1%	4.9%	-9.4%	/	0.4%	-4.4%[60.1 µM]	-7.2%	14.9%[59 µM]	37.4%[activator]
COc1ccccc1-n1c(=O)c(C#N)c(-c2ccc([N+](=O)[O-])cc2)c2cc(C(=O)c3cc(F)ccc3O)cnc21	-12.5%	-17.9%	-35.0%	-0.4%	?	-0.4%	4.6%	?	-0.9%
COc1ccc(-c2c(C)nn3c4c(cnc23)C(=O)CC(c2ccccc2)C4)cc1 (stereo not given)	-1.3%	11.1%	-14.9%	/	-22.1%	5.7%	-8.5%	6.6%[59 µM]	16.6%
CCCCc1n[nH]c(=S)n1Cc1ccc(Cl)cc1	-2.4%	17.7%	?	0.4%	-12.4%	-5.5%	-14.9%	3.55µM*	-2.2%
Cc1c(-c2ccc(Br)cc2)c(=O)oc2ccc(OC(=O)N3CCOCC3)cc12	-1.6%	8.5%	1.6%	/	-3.0%	-7.0%[60.1 µM]	-3.2%	1.8%[59 µM]	14.6%
Cc1nc2cnc(N3CCNCC3)nc2n(C2CC2)c1=O	2.4%	/	/	-2.5%	/	3.1%[60.1 µM]	/	-1.9%[12.7 µM]	/
O=S(=O)(c1ccc(F)c(F)c1F)N1CCN(C(=S)NCc2ccccc2)CC1	-2.1%	-4.2%	-7.0%	-0.6%	4.9%	-1.7%	-16.8%	27.9%	-11.9%
O=C(N/N=C/c1c[nH]c2ccccc12)c1cccc(Cl)c1	-5.4%	-24.8%	-33.2%	4.4%	-5.7%	-2.0%	-14.1%	-4.6%	-2.2%
CCOC(=O)CSCC(=O)Nc1cc(C)ccc1C	0.2%	-0.7%	-8.2%	3.2%	11.4%	-5.7%	-9.9%	12.5%[59 µM]	-21.8%
CC(C)(CCC(=S)N1CCOCC1)C1CCCCC1	-4.5%	30.4%[activator]	1.4%	-17.7%	2.1%	-13.8%	-7.6%	8.91µM*	-2.4%
COc1ccc(C(C#N)c2ccc(=O)[nH]n2)cc1 (stereo not given)	-0.5%	64.0%[activator]	1.0%	-2.6%	-12.9%	3.7%	-27.4%	?	-8.2%
Cc1ccc(C(=O)Nc2ccccc2C(N)=O)o1	-8.1%	4.4%	-8.1%	5.6%	-6.7%	-16.3%	1.3%	0.4%[59 µM]	90.2%
C=Cc1ccc(Cn2c(C(=O)O)c(CNCCc3ccco3)c3ccc(C)cc32)cc1	-14.8%	?	?	/	44.7µM*	-43.4%	-7.5%	?	?
CCCCn1c(N)c(N(Cc2ccccc2OC)C(=O)CC2OC(=O)c3ccccc32)c(=O)[nH]c1=O (stereo not given)	/	18.0%	-4.1%	31.5%	1.5%	-3.7%	-5.2%	-0.5%[0.501 µM]	/
COc1ccc2c(c1)CC(C(=O)Nc1cc(Cl)ccc1C)CO2 (stereo not given)	-0.1%	-14.6%	3.5%	/	3.1%	-0.6%[60.1 µM]	-16.4%	2.7%[59 µM]	-20.6%
COC(=O)c1ccc(/C=C2\Oc3ccccc3NC2=O)cc1	-6.5%	16.7%	13.0%	21.5%	-6.5%	1.7%	-5.0%	28.5%	4.4%
COc1ccc(NC(=O)CSc2nnc(-c3ccccc3)n2Cc2ccco2)cc1OC	-2.1%	?	-28.6%	-4.9%	-33.0%	-0.7%	-6.6%	/	6.4%
COc1ccc(CNC(=O)C2=CC(c3ccc(C)cc3)=NS(=O)(=O)N2C)cc1	-6.0%	23.9%	-28.2%	0.0%	-28.6%	6.1%	-17.9%	7.5%	-12.7%
FC(F)(F)c1cccc(NCc2cn3cccnc3n2)c1	0.1%	10.5%	-15.3%	-8.7%	-37.0%	-5.5%	-12.8%	?	-0.9%
CCCOc1c(Cl)cc(C(=O)Nc2ccc3c(c2)OCO3)cc1OCC	-3.5%	-2.5%	-10.1%	?	-1.5%	-13.7%	-10.5%	-4.5%[59 µM]	0.9%
COC(=O)c1cc2n(n1)CCN(Cc1ccc(F)cc1)C2=O	-3.9%	18.9%	-6.2%	-1.2%	-1.4%	-8.7%	2.3%	-24.6%	9.9%
Cc1cc(-n2c(C)nc3ccccc3c2=O)ccc1NC(=O)c1cccc([N+](=O)[O-])c1C	-0.2%	11.2%	-11.0%	/	-11.4%	-1.4%[60.1 µM]	-11.1%	-13.7%[59 µM]	-19.6%
CC(Oc1ccc(Br)cc1)c1nc2c3ccccc3nc(=S)n2[nH]1 (stereo not given)	-4.5%	33.5%[activator]	-20.3%	6.3%	-21.3%	-0.9%	-17.6%	49.0%[activator][59 µM]	-17.4%
CCc1ccc(OCc2nc(-c3ccc(OC)cc3)no2)c(Br)c1	-8.9%	80.4%[activator]	192.4%[activator]	/	295.1%[activator]	-2.9%[60.1 µM]	-22.3%	70.0%[activator][59 µM]	-14.3%
O=C(CN1CCN(C(=O)C2CCCO2)CC1)Nc1ccc(F)cc1 (stereo not given)	-1.6%	-2.9%	-7.1%	3.8%	-2.6%	6.7%	-3.5%	22.2%	40.7%
O=C(CN1CCN(S(=O)(=O)/C=C/c2ccccc2)CC1)Nc1ccc(N2CCOCC2)cc1	-7.2%	3.2%	?	-2.4%	-32.5%	-2.9%	-8.2%	35.5µM*	?
CCc1ccc(OCC(=O)N/N=C/c2cc([N+](=O)[O-])ccc2N2CCOCC2)cc1	-4.4%	-21.5%	-18.6%	-5.2%	-31.5%	-9.2%	-19.6%	-18.4%	2.7%
COc1ccc(C(CCO)NC(=O)c2cccs2)cc1OC (stereo not given)	-3.2%	134.3%[activator]	-13.3%	6.7%	2.2%	-4.5%	0.2%	-26.2%	-11.2%
CC(c1ccc(F)cc1)n1c(-c2cccs2)n[nH]c1=S (stereo not given)	0.5%	69.2%[activator]	?	-3.8%	-31.3%	-12.4%	-24.6%	5.01µM*	0.2%
